Assay outcomes deposited in PubChem BioAssay by National Center for Advancing Translational Sciences (NCATS).
HCMV antiviral: inhibitors of human cytomegalovirus; AID 1259415; 410,000 compounds, 4.5% hits; HFF cells, HCMV-luciferase reporter, 72 h; stronger effect = lower value; activity change, negative = inhibition, % at 57.5 µM; in the data active means activity change below about -60%; inconclusive means no clear call, values can overlap the other calls; inactive means above about -39%
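Screen run at 2 compound doses on HFFs infected with reporter HCMV, MOI 1 PFU/cell. Luciferase activity from cell lysates at 72 h post infection gave inhibition relative to buffer-only and Salinomycin wells.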
AmpC inh no detg: blocks E. coli AmpC beta-lactamase in detergent-free assay | AmpC nitrocefin hydrolysis, absorbance 480 nm, 0.0001% Triton | 330,000 compounds, 0.52% hits | Potency, µM (doses to about 57.1 µM), inactives show at the highest dose activity change, negative = inhibition, most hits filed as inhibitors | P00811 | AID 485341;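 further: potency means the concentration at half of the fitted maximal effect; plate controls were no compound for no effect and no enzyme for full effect; nearly all actives have a fitted effect of over 20% in size; some results filed as inactive show a strong effect at the top dose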
Target sequence (P00811 whole entry, looked up): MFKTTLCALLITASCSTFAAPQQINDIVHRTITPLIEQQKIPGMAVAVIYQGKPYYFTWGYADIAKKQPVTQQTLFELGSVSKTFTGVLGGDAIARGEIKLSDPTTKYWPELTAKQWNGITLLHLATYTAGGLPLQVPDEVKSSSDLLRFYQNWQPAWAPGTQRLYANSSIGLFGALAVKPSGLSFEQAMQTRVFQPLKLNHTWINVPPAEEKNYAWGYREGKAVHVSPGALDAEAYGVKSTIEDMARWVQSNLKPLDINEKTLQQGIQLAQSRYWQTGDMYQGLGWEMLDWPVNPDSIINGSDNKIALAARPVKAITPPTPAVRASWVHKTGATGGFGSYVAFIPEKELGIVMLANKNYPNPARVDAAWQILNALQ
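20 mM phosphate pH 7.0 + 0.01% (detergent screen) or 0.0001% Triton X-100; 5.3 nM AmpC reagent; cpd preinc 15 min RT; nitrocefin (800 uM stock) to start; A480 q20 s × 4 min; Activity was normalised to no-enzyme and no-compound control wells.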
Sm TGR block: S. mansoni TGR enzyme inhibition | Q962Y6 | purified TGR, DTNB reduction, TNB absorbance 405 nm | Potency, µM (top dose mostly 114 µM), without a hit: top-dose activity change, negative = inhibition, usual class: inhibitors | 360,000 compounds, 3% hits; further: potency means the concentration at half of the fitted maximal effect; nearly all actives have a fitted effect of over 60% in size
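Kinetic colorimetric format: TGR-catalysed, NADPH-driven DTNB reduction monitored via TNB absorbance. Enzyme dispensed at 20 nM; compound exposure 15 min at room temperature before reaction start.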
AmpC inh detg: AmpC beta-lactamase inhibition with detergent present; P00811; AmpC hydrolysis of nitrocefin, absorbance 480 nm, 0.01% Triton; Potency, µM (series often up to 114 µM), inactives show at the top dose activity change, negative = inhibition, most hits filed as inhibitors; 370,000 compounds, 0.041% hits;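 further: potency means the concentration at half of the fitted maximal effect; 0% = no-compound wells and -100% = no-enzyme wells; nearly all actives have a fitted effect of over 25% in size; some results filed as inactive show a strong effect at the top dose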
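20 mM phosphate pH 7.0 + 0.01% (detergent screen) or 0.0001% Triton X-100; 5.3 nM AmpC reagent; cpd preinc 15 min RT; nitrocefin (800 uM stock) to start; A480 q20 s × 4 min; Activity was normalised to no-enzyme and no-compound control wells.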
HCV inhibitor: blocks hepatitis C virus; Huh7.5.1 HCVcc-Cre infection, luciferase reporter, 44 h; Potency, µM (doses to about 41.8 µM), inactives show top-dose activity change, negative = inhibition, hits mostly inhibitors; 340,000 compounds, 3.4% hits; AID 651820; further: potency means the concentration at half of the fitted maximal effect
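Infectious HCVcc-Cre (~0.5 moi) was added to cells just after compound, with cells seeded 4 h earlier at 1,000 per well. Luciferase activity after 44 h culture reported infection; substrate was incubated 15 min at room temperature before reading.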
Giardia FBPA inh: blocks Giardia fructose-bisphosphate aldolase activity. 290,000 compounds, 0.71% hits. A8B2U2. AID 2451. Potency, µM (doses to about 59.6 µM), for the others: top-dose activity, negative = inhibition, most hits filed as inhibitors. purified Giardia FBPA; further: potency means the concentration at half of the fitted maximal effect; nearly all actives have a fitted effect of over 55% in size
Target sequence (A8B2U2 whole entry, looked up): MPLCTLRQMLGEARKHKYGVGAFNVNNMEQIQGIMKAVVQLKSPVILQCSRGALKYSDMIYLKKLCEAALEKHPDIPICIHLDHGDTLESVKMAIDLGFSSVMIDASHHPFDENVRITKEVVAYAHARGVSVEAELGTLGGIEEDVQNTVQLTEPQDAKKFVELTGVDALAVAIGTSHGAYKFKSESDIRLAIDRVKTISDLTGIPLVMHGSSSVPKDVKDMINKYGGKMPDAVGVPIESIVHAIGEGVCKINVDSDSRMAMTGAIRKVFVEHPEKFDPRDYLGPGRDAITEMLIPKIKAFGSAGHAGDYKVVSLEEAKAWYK
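Giardia FBPA (40 nM reagent) was preincubated 10 min at RT with compound (up to 57.5 uM final), then substrate plus GAPDH/TPI/NAD/arsenate coupling system with diaphorase/resazurin was added; resorufin fluorescence (525/598 nm) was read after 20 min.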
An asterisk follows results filed as active; ? = inconclusive; / = no result given; & = joins results of further samples; [ ] = another dose, or the depositor's remark. Unless noted, the call rests on the fitted dose curve; in most records, active means well fitted curve in the direction sought with a large enough effect; inconclusive means small, poorly fitted or top-dose-only effect, or another doubt; inactive means no such curve, though single readings can be large; an effect the other way counts as inactive or inconclusive. Unless noted, on the % scale 0 is the no-effect control and ±100 the full control effect.

SMILES	HCMV antiviral	AmpC inh no detg	Sm TGR block	AmpC inh detg	HCV inhibitor	Giardia FBPA inh
CCCCSc1nnc([C@@H]2CCCN2C(=O)OC(C)(C)C)o1	22	64%[activator]	-4%	32µM*	3%	2%
O=C(O)C1=C[C@H](c2ccc(Br)cc2)C[C@H](OCc2ccc(CO)cc2)O1	-4	-27%	32µM*	5%	9%	19%
Cc1csc(SCC(=O)N(C)C2CCS(=O)(=O)C2)n1 (centres undefined)	-4	-9%	7%	?	8%	/
CCN1CCN(C(=O)NC2CCCCC2)CC1	1	-1%	2%	0%	14%	?
CCOC(=O)N1CCC(NS(=O)(=O)c2cc(Br)cnc2N)CC1	36	-1%	3%	?	-6%	2%
CC1CC1C(=O)OCC(=O)N(C)c1c(N)n(Cc2ccccc2)c(=O)[nH]c1=O (centres undefined)	-21	-2%	-1%	?	-4%	/
CC(=O)Cn1ncc(N2CCOCC2)cc1=O	45	-3%[2.29 µM]	-7%	1%	14%	3%
OC1CCN(CC(O)C(F)(F)F)CC1 (centres undefined)	1	-1%[2.29 µM]	-3%	0%	10%	2%
COc1ccc(CN2CCN(c3ccccn3)CC2)c(OC)c1C	1&-31	32%	11%	-9%	?	?
CC1CCCN(c2cc3c(cc2F)c(=O)c(S(=O)(=O)c2cccc(Cl)c2)cn3C)C1 (centres undefined)	5	/	2%	9%	/	/
CCOC(=O)C1=C(C)NC(C)=C(C(=O)OCC)C1C(=O)OCC(=O)N(C)Cc1ccccc1	-13	103%[activator]	/	/	?	/
Cc1nn(C(=O)c2c(F)cccc2F)c(C)c1S(=O)(=O)N1CCCCCC1	3	/	-15%	-4%	/	/
Cc1nc2c(c(=O)n1CCC1=CCCCC1)c1nc3ccccc3nc1n2/N=C/c1ccco1	-7	1%	11µM*	1%	?	-17%
O=C(NNC(=O)C1CCN(S(=O)(=O)c2ccc(Cl)cc2)CC1)c1ccncc1	2	32%	-9%	1%	5%	12%
CCN(CC)c1c([N+](=O)[O-])ncn1C	2	-16%	-13%	-8%	-1%	0%
CCOC(=O)C1CCCN(S(=O)(=O)c2ccc3c(c2)NC(=O)CO3)C1 (centres undefined)	0	-21%	0%	-4%	14%	/
O=C(CCCOc1ccccc1)Nc1nccs1	-22	-8%	2%	-13%	4%	11%
O=C(N/N=C/c1ccc(O)c(O)c1)NC12CC3CC(CC(C3)C1)C2	-18	-41%	-6%	0%	-19%	-17%
Cc1ccc(O)c(Nc2ncnc3ccc([N+](=O)[O-])cc23)c1	?	-19%	-18%	0%	-10%	0%
COc1ccc(CN=CC2=C(O)CC(C)(C)CC2=O)cc1	33	-4%	0%	-13%	3%	-1%
O=C(Oc1ccc(OC(=O)N2CCCCC2)cc1)c1ccccc1	-7	-6%	-10%	0%	-1%	0%
O=C(NC1CCCc2ccccc21)C1CCC(CNc2c(N3CCOCC3)c(=O)c2=O)CC1 (centres undefined)	23	-3%	-15%	-1%	18%	3%
CC[C@@H]1C=C(C(=O)O)[C@H](c2ccc(C)cc2)N1S(=O)(=O)c1ccc(C)cc1	-14	-11%	/	/	?	/
Fc1ccc(C(c2nnnn2C2CCCC2)N2CCN(Cc3ccncc3)CC2)cc1 (centres undefined)	-14	69%[activator]	-2%	-12%	-4%	-1%
COc1cc(S(=O)(=O)NCc2ccc3c(c2)OCO3)c(OC)cc1C	11	-11%	0%	2%	16%	8%
CCN1CCN(Cc2c(O)ccc3c(C)c(-c4ccc(OC)cc4)c(=O)oc23)CC1	3	/	-7%	1%	/	/
COc1ccc(C2CC(=O)Oc3ccc(OC)cc32)cc1 (centres undefined)	19	-8%	/	/	-4%	/
CCCCOC(=O)c1c(C)oc2ccc(NS(=O)(=O)c3ccc(F)cc3C)cc12	-40	/	0%	31%[activator]	/	/
Cc1nc2ccc(C(=O)O)cc2[nH]1	16	-19%	-19%	?	5%	-24%
O=C(CNC(=O)C(c1ccccc1)c1ccccc1)N/N=C\c1ccc(C(=O)O)cc1	-1	-30%	-9%	?	14%	-8%
CC(=O)Nc1ccc(S(=O)(=O)NC2=NCN(C)CN2)cc1	12	-18%	1%	-10%	20%	0%
Cc1ccc2c(CC(=O)Nc3cccc(S(=O)(=O)N4CCOCC4)c3)coc2c1	-2	-35%	1%	-14%	?	-8%
Oc1cccc(Nc2ncnc3c2oc2ccccc23)c1	107	-19%	6%	-1%	?	-16%
Cc1ccc(S(=O)(=O)NCCC(=O)OCC(=O)N2CCCC2=O)cc1	-28	-16%	1%	-4%	27%	/
COc1ccc(CN2CC(C(=O)NCCc3ccccc3)CC2=O)cc1 (centres undefined)	2	9%	8%	-13%	-10%	5%
COc1ccccc1OCC(=O)N(Cc1ccc(N(C)C)cc1)CC1CCCO1 (centres undefined)	-2	/	0%	17%	/	/
COc1ccc(/C=C/C(=O)NNC(=O)c2ccncc2)c(OC)c1	?	-1%	1%	13%	14%	/
NC(=O)NOCc1ccc(F)cc1Cl	33	-12%	16%	4%	9%	6%
CCOC(=O)N1C(=O)c2cc(OC)ccc2S1(=O)=O	?	-10%	-2%	-12%	7%	-2%
Cc1ccc(-n2c(Cc3ccccc3)n[nH]c2=S)cc1	-16	-26%	4%	4%	5%	6%
COc1ccccc1NC(=O)COC(=O)c1ccccn1	73	-9%	4%	-8%	11%	0%
CCN(Cc1ccccc1)C(=O)Cn1cc(S(=O)(=O)NC)c(S(=O)(=O)NC)c1	27	-11%	-4%	0%	3%	-11%
CCOc1ccccc1NC(=O)C(Sc1ccccc1)c1ccccc1 (centres undefined)	-33	-11%	17%	-3%	-16%	-1%
O=C(/C=C/Nc1ccccc1F)c1ccc(Br)cc1	48	-32%	-2%	?	?	4%
COc1ccc(OC)c(S(=O)(=O)Nc2cc(Cl)cc(Cl)c2)c1	-20	-26%	-16%	2%	17%	1%

Some entries already given, limited to HCMV antiviral, HCV inhibitor and AmpC inh no detg.
molecule | HCMV antiviral | HCV inhibitor | AmpC inh no detg
Cc1ccc2c(CC(=O)Nc3cccc(S(=O)(=O)N4CCOCC4)c3)coc2c1 | -2 | ? | -35%
Oc1cccc(Nc2ncnc3c2oc2ccccc23)c1 | 107 | ? | -19%

Next part:
SMILES	HCMV antiviral	AmpC inh no detg	Sm TGR block	AmpC inh detg	HCV inhibitor	Giardia FBPA inh
C#CC(C)(C)NS(=O)(=O)c1cc(-c2nnc(Nc3ccc(C)cc3)c3ccccc23)ccc1C	-87*	/	5%	3%	/	/
Cc1ccc(CNC(=O)Cn2c(=O)ccc3cc(S(=O)(=O)N4CCC(C)CC4)ccc32)cc1	7	/	20%	-3%	/	/
CCc1ccc(C(=O)OCC(=O)N2CCCCCC2)cc1	-8	-5%	-2%	-3%	2%	/
C[n+]1c(-c2ccccc2)cc(CCCCc2cc(-c3ccccc3)[n+](C)c(-c3ccccc3)c2)cc1-c1ccccc1	-98*	68%[activator]	-31%	-13%	?	-14%
COc1ccc(S(=O)(=O)N2CCN(C(=O)Nc3ccccc3OC)CC2)cc1	-2	13%	0%	-6%	-1%	/
COC(=O)C(Cc1ccccc1)NC(=O)c1ccc(C)cc1 (centres undefined)	-14	-16%	-7%	?	1%	10%
COc1ccc(NC(=O)Cn2c(=O)oc3cc(S(=O)(=O)N4CCC(C)CC4)ccc32)c(OC)c1	-35	/	0%	14%	/	/
CCCS(=O)(=O)c1nc(S(=O)(=O)c2ccc(C)cc2)c(N(CC)CC)s1	?	/	7%	0%	/	/
O=C(CSc1nnc(SCc2ccccc2)s1)N/N=C/c1ccc(C(=O)O)cc1	-35	-33%	10%	-5%	24%	11%
CC(C)c1ccc(OC(=O)NCCO)cc1	13	-21%	-4%	?	10%	1%
CC(C)C[C@H](NC(=O)NCc1ccccc1Cl)C(=O)O	53	-8%	7%	-9%	6%	11%
COc1ccccc1Oc1ccc2c(c1)C(=O)N(c1cccc(O)c1)C2=O	-5	-30%	7%	2%	22%	-25%
COc1ccc(C2C(C#N)=C(N)OC3=C2C(=O)CC(C)C3)c(OC)c1OC (centres undefined)	21	-19%	-18%	4%	19%	-15%
O=C(NC12CC3CC(CC(C3)C1)C2)c1cc2nc(-c3ccco3)cc(C(F)(F)F)n2n1	/	-16%	-21%	?	5%	-1%
Cc1ccc(C)c(NC(=O)CCCN2C(=O)C(c3ccccc3)Oc3cccnc32)c1 (centres undefined)	-15	/	0%	18%	/	/

Rewritten in CSV form: part of the list above
SMILES,HCMV antiviral,AmpC inh no detg,Sm TGR block,AmpC inh detg,HCV inhibitor,Giardia FBPA inh
CCN1CCN(Cc2c(O)ccc3c(C)c(-c4ccc(OC)cc4)c(=O)oc23)CC1,3,/,-7%,1%,/,/
CC(=O)Cn1ncc(N2CCOCC2)cc1=O,45,-3%[2.29 µM],-7%,1%,14%,3%
O=C(O)C1=C[C@H](c2ccc(Br)cc2)C[C@H](OCc2ccc(CO)cc2)O1,-4,-27%,32µM*,5%,9%,19%
Cc1ccc2c(CC(=O)Nc3cccc(S(=O)(=O)N4CCOCC4)c3)coc2c1,-2,-35%,1%,-14%,?,-8%
CCN1CCN(C(=O)NC2CCCCC2)CC1,1,-1%,2%,0%,14%,?

Further structures follow.
SMILES	HCMV antiviral	AmpC inh no detg	Sm TGR block	AmpC inh detg	HCV inhibitor	Giardia FBPA inh
COc1ccc(OC)c(NC(=O)CSc2nc3ccccc3c(=O)n2CCC(=O)NC2CCCCC2)c1	2	/	7%	7%	/	/
CC(=O)c1cnc2scnn2c1=O	9	0%	-8%	-2%	10%	3%
COC(=O)CCC/C=C1\SC[C@@H](NC(=O)c2ccccc2)C1NC(C)=O (some centres undefined)	-38	-7%	-4%	0%	-2%	4%
O=C1NC(c2ccccn2)Nc2sc3c(c21)CCC3 (centres undefined)	-103*	-25%	32µM*	-3%	3%	?
CCC1(CCc2ccncc2)C(=O)NC(=O)NC1=O	21	-14%	0%	?	15%	1%
COc1ccccc1NC(CC(=O)c1ccccc1)C(=O)OCC(=O)c1ccc(Br)cc1 (centres undefined)	76	-16%	-16%	-1%	0%	-7%
COc1ccc(OCC(=O)Nc2ccc(S(=O)(=O)Nc3cc(C)nc(C)n3)cc2)cc1	?	-16%	4%	-1%	?	-22%
Cc1cc(C)c(C(=O)CSc2nnc(-c3cccnc3)n2C)c(C)c1	2	0%	?	1%	3%	-3%
Cc1nnc(NC(=O)c2ccc(F)c(S(=O)(=O)N3CCOCC3)c2)s1	38	3%	/	/	21%	/
CCCc1nc2ccccc2c(C(=O)O)c1CC	10	-13%	1%	-3%	9%	-9%
C=C[C@@](C)(O)CC[C@@H]1[C@@]2(C)CCCC(C)(C)[C@@H]2CC[C@@]1(C)O	-37	212%[activator]	-1%	2%	-4%	-6%&-13%
Cc1cccc(NC(=O)CN(C)C(=O)C2CC2)c1C	-20	-14%	5%	8%	19%	/
Cc1c(CNCCc2ccc(Cl)cc2)c(C(=O)O)c(C)n1-c1ccccc1	58	50%	11µM*	3%	18%	6%
CCN(CC)c1ccc(NC(=O)COc2ccccc2C#N)cc1S(=O)(=O)Nc1ccccc1OC	-13	-55%	4%	-2%	?	-2%
NCCCC[C@@H](C(=O)N1CCNCC1)n1cc(CN)nn1	-10	-13%	-27%	-5%	2%	/
